# CHO parental Ca: ATP-evoked calcium signal inhibitors, parental CHO, primary screen, counter-screen for OX1R antagonist project, cell-based, fluorescence, Fluo-8 calcium dye; 330,000 compounds, 0.63% hits; parental CHO-K1, ATP-induced calcium, Fluo-8 fluorescence; inhibition, % at 5.6 µM; AID 463079, 2010;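 active means inhibition above that plate's mean sample inhibition plus 3 SD, cut at about 26% in these data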;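 further: 0% = ATP-challenged DMSO wells and 100% = DMSO wells without ATP; some compounds past the cut are filed as inactive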
#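 Material: Parental CHO cells | Reagent: ATP | Compound dosing: Single nominal dose of 5.6 µM per compound | Detection: Intracellular calcium via Fluo-8 no-wash fluorescent dye | Read-out: % inhibition of ATP-induced calcium mobilization | Benchmarks: Low control ATP plus DMSO, high control DMSO only | Replicates: Singlicate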
# CHO-K1 Ca ag: counter-screen for M1 agonists: effect in parental CHO-K1 cells. Fluo-8 calcium fluorescence; scaled to maximal ATP response, vehicle zero. activation, % at 3 µM. 360,000 compounds, 0.48% hits. AID 602248, 2012; in the data active means activation above about 15%;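 further: untransfected CHO-K1 host cells lacking M1 receptor as counterscreen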
# TAAR1 agonist: human TAAR1 agonists, primary screen, Fluo-8 calcium fluorescence, CHO RD-HGA16 cells; Trace amine-associated receptor 1 (Homo sapiens), Q96RJ0; vehicle wells 0%, saturating PEA agonist 100%; activation, % at 3 µM; 360,000 compounds, 0.99% hits; AID 624467, 2012;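 active means activation above the mean activation of all test compounds in the run plus 3 SD, cut at about 38% in these data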
# Target sequence (Q96RJ0 whole entry, looked up): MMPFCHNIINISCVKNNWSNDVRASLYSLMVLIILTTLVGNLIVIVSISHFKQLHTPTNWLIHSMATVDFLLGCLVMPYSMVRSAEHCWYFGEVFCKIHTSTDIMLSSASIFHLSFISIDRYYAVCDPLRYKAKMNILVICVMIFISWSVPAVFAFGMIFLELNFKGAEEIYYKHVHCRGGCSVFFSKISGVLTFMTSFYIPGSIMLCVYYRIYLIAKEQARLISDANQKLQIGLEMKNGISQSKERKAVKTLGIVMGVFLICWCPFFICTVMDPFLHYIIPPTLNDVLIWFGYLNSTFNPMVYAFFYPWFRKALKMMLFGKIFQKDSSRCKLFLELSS
#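 Benchmarks: low control DMSO, high control PEA (EC100); System: CHO RD-HGA16 cells carrying human TAAR1 plus Gα16; Detection: Fluo-8 fluorescence, 5 s baseline then 140 s kinetic read; Schedule: 17-24 h plating, Fluo-8 75 min 37 °C, 30 min RT; Read-out basis: % activation from peak over basal fluorescence ratio, DMSO-to-PEA scaled.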
# CHO-K1 Ca PAM: nonselective calcium activators in parental CHO-K1 cells, primary screen, counter-screen for M1 PAM project, cell-based, Fluo-8 calcium fluorescence, full deck, 1536-well; activation, % at 3 µM; ATP EC20; 0% at ATP EC20, 100% at ATP max; 360,000 compounds, 0.02% hits;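 active means activation above the run cutoff, the mean activation of all test compounds plus 3 SD, cut at about 40% in these data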;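 further: peak over basal fluorescence ratio in a 140 s read after ATP addition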
# CHRM1 agonist: human M1 muscarinic receptor agonists, primary screen, Fluo-8 calcium fluorescence, CHO-K1 cells, HTS; activation, % at 3 µM; 360,000 compounds, 0.33% hits; CHO-K1 hM1, agonist mode; 0% DMSO, 100% acetylcholine EC100; Muscarinic acetylcholine receptor M1 (Homo sapiens), P11229; AID 588814, 2011;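 active means activation above the run's mean compound activation plus 3 SD, cut at about 16% in these data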;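 further: peak over basal fluorescence ratio within a 140 s kinetic read after compound addition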
# CHO-K1 Ca antag: M1 antagonist counterscreen hit in parental CHO-K1 cells; inhibition, % at 3 µM; AID 602250; ATP-induced calcium, Fluo-8 fluorescence; 360,000 compounds, 0.6% hits;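 active means inhibition above a per-plate cutoff, the plate's mean sample inhibition plus 3 SD, cut at about 24% in these data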;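 further: 0% = DMSO plus EC80 ATP and 100% = DMSO alone without ATP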
# V1aR counter: agonists of human V1a receptor, primary screen, counter-screen for OXTR agonist project, fluorescence, CHO-V1R cells | Vasopressin V1a receptor (Homo sapiens), P37288 | Fluo-8 calcium fluorescence, agonist mode; 0% DMSO, 100% 3 nM vasopressin | activation, % at 3 µM | 320,000 compounds, 0.25% hits | AID 2797, 2010;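 active means activation above the mean activation of all tested compounds plus 3 SD, per screening run, cut at about 20% in these data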;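 further: signal is peak over basal fluorescence ratio across a 100 second FLIPR read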
# Target sequence (P37288 whole entry, looked up): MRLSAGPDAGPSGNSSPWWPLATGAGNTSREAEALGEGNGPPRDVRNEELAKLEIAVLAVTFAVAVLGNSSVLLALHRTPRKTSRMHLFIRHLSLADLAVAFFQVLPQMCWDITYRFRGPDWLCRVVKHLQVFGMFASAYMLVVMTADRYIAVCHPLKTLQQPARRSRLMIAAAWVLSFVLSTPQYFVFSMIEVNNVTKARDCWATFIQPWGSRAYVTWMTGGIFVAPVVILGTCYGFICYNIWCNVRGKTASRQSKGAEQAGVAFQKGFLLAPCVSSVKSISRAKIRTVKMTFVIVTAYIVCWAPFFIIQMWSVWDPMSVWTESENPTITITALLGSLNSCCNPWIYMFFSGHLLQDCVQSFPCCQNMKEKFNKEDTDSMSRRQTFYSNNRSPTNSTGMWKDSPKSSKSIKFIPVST
# TAAR1 antagonist: human TAAR1 antagonists, primary screen, Fluo-8 calcium fluorescence, CHO RD-HGA16 cells | Trace amine-associated receptor 1 (Homo sapiens), Q96RJ0 | antagonist | inhibition, % at 3 µM | 360,000 compounds, 1.5% hits | AID 624466, 2012;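 active means inhibition above a per-plate cutoff, the mean inhibition of test compounds on that plate plus 3 SD, cut at about 49% in these data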;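 further: 0% = DMSO plus EC80 beta-PEA response and 100% = DMSO alone without agonist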
#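 test system = CHO RD-HGA16 cells bearing hTAAR1 | replication = singlicate | controls = DMSO-only wells and EC80 β-PEA-stimulated wells | reagent = EC80 β-phenethylamine stimulus | read-out basis = percent inhibition of PEA-evoked calcium signal, max/basal emission ratio | schedule = seeding 17-24 h prior, 75-min 37 °C, 30-min RT dye loading | signal = kinetic Fluo-8 calcium fluorescence measurement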
# OXTR potentiator: human OXTR potentiators, primary screen, fluorescence, CHO-OTR cells, Fluo-8 calcium; Oxytocin receptor (Homo sapiens), P30559; Fluo-8 calcium fluorescence, potentiator mode; 0% = oxytocin EC15, 100% = EC100; activation, % at 3 µM; 320,000 compounds, 0.061% hits; AID 2445, 2010;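 active means activation above that plate's cutoff, the mean activation of tested compounds plus 3 SD, cut at about 6.6% in these data, passing the limit was not always enough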;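 further: 100% uses oxytocin at 75 nM as the full agonist control; some results filed as inactive read as strong as hits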
#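 System: human OTR in CHO cells / Also added: sub-maximal oxytocin, roughly EC15 / Control set: EC15 oxytocin low, 75 nM oxytocin high / Schedule: 6 min compound pre-incubation at room temperature, 100 s kinetic read / Compound: single-point 3.0 µM / Replication: singlicate / Technique: Fluo-8 calcium dye fluorescence / Read-out basis: % activation of max/min ratio relative to oxytocin controls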
# Numbers without * were called inactive; x = not tested or not shown.
# Every second line gives: OXTR potentiator	CHO-K1 Ca ag	CHO parental Ca	CHO-K1 Ca PAM	TAAR1 agonist	V1aR counter	CHO-K1 Ca antag	TAAR1 antagonist	CHRM1 agonist
O=C(NCC1CCCO1)c1c(O)nc2sccn2c1=O (configuration not stated)
    -5	1.0	-12	9	3	0.2	-10	-14	-2
OC(c1ccccc1)c1ncc(-c2ccc(Cl)cc2)[nH]1 (configuration not stated)
    x	0.1	x	-11	7	x	-6	-18	-2
CCCn1nnc(NC(=O)c2cc(Br)ccc2OC)n1
    3	-0.4	-10	11	-2	-1.1	-7	-3	1
CCN(CC(=O)NCCc1ccc(Cl)cc1)Cc1nc2ccccc2c(=O)[nH]1
    -2	4.0	-22	13	0	0.6	-6	-14	-5
CC1(C)CC(=O)C(C=NCCN2CCN(CC(=O)Nc3ccc(Cl)cc3)CC2)=C(O)C1
    -1	-0.2	3	2	0	-0.9	-5	10	-7
CCSC1(SCC)N=C(N)C2(C#N)C(c3ccc(F)cc3)C12C#N (configuration not stated)
    -10	0.3	-13	2	2	1.4	1	19	-2
COC(=O)c1c(O)c2ccccc2[nH]c1=O
    1	0.4	-3	-3	2	-0.4	-4	1	-4
CC1=C(C(=O)OC(C)C)C(c2ccc(N(C)C)cc2)C2=C(CC(C)(C)CC2=O)N1 (configuration not stated)
    -1	0.2	-3	-5	13	-0.5	20	-15	-3
Cc1c(CC(=O)NCCC(C)C)c(=O)oc2cc3c(cc12)CCC(C)(C)O3
    -6	1.9	-12	-4	3	1.5	-13	-3	-6
CCOC(=O)N1CCN(c2c(-c3ccc(C(C)C)cc3)c(=O)c2=O)CC1
    -9	-0.9	-14	-7	-3	-1.3	26*	4	-1
COc1ccc(NC(=O)c2cc(C)nc3ccccc23)c(OC)c1
    -6	0.8	-14	-13	4	0.7	-14	-21	-4
COc1cc2[nH]c(=O)n(CCC(=O)NCc3cccnc3)c(=O)c2cc1OC
    -2	-0.1	-10	-8	-1	1.1	10	4	0
Cc1ccc(S(=O)(=O)N2CC3(O)CN(C(=O)OC(C)C)N(C(=O)OC(C)C)CC3(OC(=O)Nc3c(C)noc3C)C2)cc1 (configuration not stated)
    x	1.1	x	3	2	x	-9	20	-2
CC(OC(=O)CCCN=C1NS(=O)(=O)c2ccccc21)C(=O)Nc1ccccc1[N+](=O)[O-] (configuration not stated)
    -11	0.6	-9	-9	5	1.1	4	-3	1
Nc1ccc(N2CCN(c3cccc(Cl)c3)CC2)cc1
    -7	3.1	-5	24	4	-0.9	-5	-16	-11
Cc1cc(N/N=C/c2ccc3c(c2)OCO3)nc2ccccc12
    -5	0.3	-18	-16	-1	-0.1	-7	-9	-5
O=C(CC(Sc1n[nH]c(-c2ccccc2)n1)c1ccccc1)NCc1ccccc1 (configuration not stated)
    -6	1.4	-24	22	10	0.9	-14	10	-9
Cn1nc(NC(=O)C2CCC2C(=O)O)c2c(F)cccc21 (configuration not stated)
    -6	0.8	-2	10	0	-1.0	-9	-19	-2
O=c1[nH]c2ccc(S(=O)(=O)N3CCCCC3)cc2[nH]1
    2	-0.2	0	6	-1	0.0	-6	1	1
O=C(COC(=O)c1ccc(Cl)cc1O)NCCN1C(=O)CSC1=O
    -5	0.7	-4	-2	2	0.8	4	-30	-2
COc1ccccc1C=NC(CO)C(O)c1ccc([N+](=O)[O-])cc1 (configuration not stated)
    -3	-0.1	-5	-3	4	-1.0	17	-12	-1
CC1(C)CC(=O)C2=C(C1)Oc1ncn(CCCn3ccnc3)c(=N)c1C2c1ccccc1 (configuration not stated)
    -2	-0.5	-17	2	-1	-1.1	-1	-9	-11
COc1ccccc1-n1cc(-c2ccc(Br)cc2)[nH]c1=S
    -12	0.4	-22	18	11	-1.0	-17	-18	-4
OC(c1ccccc1)C(NCc1ccccc1)c1ccccc1 (configuration not stated)
    x	0.6	x	-7	3	x	6	-5	-1
CCC(C)(C)NC(=O)CN(C(=O)CCC(=O)Nc1nccs1)c1cccc(C)c1C
    -15	-0.2	-29	14	4	2.0	-16	12	0
COc1ccc(-c2noc3c2-c2nc(-c4c(F)cccc4F)sc2CC3)cc1
    -4	-0.2	-8	1	8	0.9	-9	-1	-3
CCOc1ccc(NC(=O)C2=C(C)C(=O)OC23CCC(C)CC3)cc1 (configuration not stated)
    -1	1.8	-11	-2	1	0.0	2	-19	-9
O=C(Oc1cccc(/C=N/Nc2nc(N3CCOCC3)nc(N3CCOCC3)n2)c1)c1ccco1
    -6	2.3	-19	13	19	-0.6	2	46	-2
CCOC(=O)[C@@H]1[C@H]2COc3cc(OC)ccc3[C@@H]2N2C(=O)N(c3ccc(Cl)cc3)C(=O)[C@@]12C
    -10	2.4	-21	20	9	1.1	-21	19	-2
c1ccc(-n2nnnc2Oc2cccc3cccnc23)cc1
    -9	-0.2	-4	0	5	-1.0	1	3	-2

# (further entries)
# Every second line gives: OXTR potentiator	CHO-K1 Ca ag	CHO parental Ca	CHO-K1 Ca PAM	TAAR1 agonist	V1aR counter	CHO-K1 Ca antag	TAAR1 antagonist	CHRM1 agonist
O=C1C=CC(=O)N1c1ccc2c(c1)Cc1cc(F)ccc1-2
    x	0.8	x	13	14	x	-11	48	-6
C[C@H](CO)N1C[C@H](C)[C@@H](CN(C)S(=O)(=O)c2ccccc2)Oc2c(NC(=O)c3ccncc3)cccc2C1=O
    -6	-0.2	-8	1	3	2.6	-3	-12	-5
O=C(Cc1ccccc1)N1CCc2ccccc21
    7	-0.3	-9	14	-5	-1.1	-5	-2	-7
Cn1cc(CNCc2cn[nH]c2-c2ccc(F)cc2)c(-c2ccc3c(c2)OCCO3)n1
    -8	1.8	-9	32	3	-0.2	-15	5	-4
Cc1sc2ncnc(Sc3ccccc3C(=O)Nc3ccc(C#N)cc3)c2c1C
    -1	0.5	-10	11	10	0.3	-10	-10	-3
COc1ccccc1C(OC(=O)c1cccs1)C(=O)NCc1ccco1 (configuration not stated)
    -10	1.1	-23	8	6	0.2	-1	-19	-2
COCCNc1nc2ccccc2n1CC(=O)c1ccc(OC)c(OC)c1
    2	2.0	-14	17	8	0.6	-14	-12	-3
CCCn1c(=O)c2ccccc2n2c(SCC(=O)/C(C#N)=C(\C)N)nnc12
    1	-0.2	-13	5	14	0.3	-14	-9	-4
CC(=O)c1ccc(COC(=O)Cc2ccc([N+](=O)[O-])cc2)cc1
    -17	1.4	-3	8	2	1.8	-8	26	-5
O=C(c1cnn2cccnc12)N1CCN(Cc2ccc3c(c2)OCO3)CC1
    2	0.6	-2	22	2	0.7	-12	-2	-5
O=C(/C=C/c1ccccc1)Nc1ccc(Br)cn1
    0	0.1	-4	2	13	0.8	-7	-1	-4
COC(=O)c1ccccc1NC(=O)Nc1nnc(N2CCCCC2C)s1 (configuration not stated)
    -7	0.7	4	16	x	0.6	13	x	-2
CCCN(CC(=O)Nc1ccccc1OC)C(=O)CC1CCCC1
    2	3.0	-10	17	2	-0.3	-18	-38	-3
CS(=O)(=O)N1CCN(c2ccccc2NC(=O)c2cc3ccccc3o2)CC1
    -9	5.0	-8	-22	10	6.0	16	37	-4
CN(CC(=O)Nc1ccncc1)S(=O)(=O)c1ccccc1
    -15	1.6	1	15	4	0.7	5	-1	1
C=C(Cl)COc1cc(C)cc2oc(=O)cc(CC)c12
    -3	0.1	-14	9	-2	0.8	-11	15	-6
CCc1ccc(C(=O)COC(=O)c2cnccn2)cc1
    -6	-0.1	-10	-2	6	-0.4	6	-11	-2
CC1CC(=O)Nc2ccccc2N1C(=O)Nc1ccc(F)cc1 (configuration not stated)
    2	0.7	0	4	2	1.2	-6	-31	-4
CC(C)N(Cc1nccn1C)C(=O)c1cc(COc2ccc3ncccc3c2)on1
    -9	7.5	2	-12	4	8.4	6	-4	-3
CCOC(=O)c1c(C)nc2sc3c(=O)n(-c4ccc(C(C)=O)cc4)nnc3c2c1-c1ccc(OC)cc1
    -8	0.0	-2	-7	-2	-0.3	-1	-7	0
CCSc1cc(N2CCOCC2)nc(-c2ccccc2)n1
    6	1.1	-24	30	-2	-0.7	-12	-20	-5
Cc1ccc(OCCn2ccc(=O)[nH]c2=O)cc1C
    -3	0.6	-2	12	2	1.4	-9	-6	-3
CC(C)(C)C(=O)N1CCN(C(c2ccccc2)c2ccccc2)CC1
    -10	-1.4	-19	16	x	-1.5	-15	x	-9

# 4 of these compounds in another layout:
smiles: O=C(c1cnn2cccnc12)N1CCN(Cc2ccc3c(c2)OCO3)CC1
  OXTR potentiator: 2
  CHO-K1 Ca ag: 0.6
  CHO parental Ca: -2
  CHO-K1 Ca PAM: 22
  TAAR1 agonist: 2
  V1aR counter: 0.7
  CHO-K1 Ca antag: -12
  TAAR1 antagonist: -2
  CHRM1 agonist: -5
smiles: O=C(/C=C/c1ccccc1)Nc1ccc(Br)cn1
  OXTR potentiator: 0
  CHO-K1 Ca ag: 0.1
  CHO parental Ca: -4
  CHO-K1 Ca PAM: 2
  TAAR1 agonist: 13
  V1aR counter: 0.8
  CHO-K1 Ca antag: -7
  TAAR1 antagonist: -1
  CHRM1 agonist: -4
smiles: COC(=O)c1ccccc1NC(=O)Nc1nnc(N2CCCCC2C)s1 (configuration not stated)
  OXTR potentiator: -7
  CHO-K1 Ca ag: 0.7
  CHO parental Ca: 4
  CHO-K1 Ca PAM: 16
  TAAR1 agonist: x
  V1aR counter: 0.6
  CHO-K1 Ca antag: 13
  TAAR1 antagonist: x
  CHRM1 agonist: -2
smiles: CCCN(CC(=O)Nc1ccccc1OC)C(=O)CC1CCCC1
  OXTR potentiator: 2
  CHO-K1 Ca ag: 3.0
  CHO parental Ca: -10
  CHO-K1 Ca PAM: 17
  TAAR1 agonist: 2
  V1aR counter: -0.3
  CHO-K1 Ca antag: -18
  TAAR1 antagonist: -38
  CHRM1 agonist: -3

# Bioassay records: PubChem BioAssay, The Scripps Research Institute Molecular Screening Center
